Screens as filed in PubChem.
SRC3 TRFRET art: TR-FRET detection interference compounds, artefact control for PPARgamma SRC-3 recruitment agonists, biochemical, TR-FRET ratio. TR-FRET artefact counter-screen, PPARgamma/SRC-3 format; hits give high values. 99,000 tested, 0.39% active. AID 1048, 2008. TR-FRET ratio at 8 µM; in the data active means TR-FRET ratio above about 2000; further: inactives centre near 1600
SRC1 TRFRET art: TR-FRET detection interference compounds, primary screen, artefact control for PPARgamma SRC-1 recruitment agonists, biochemical, TR-FRET emission ratio; TR-FRET detection artefact counter-screen; hits give high values; TR-FRET ratio at 8 µM; 99,000 tested, 0.34% active; in the data active means TR-FRET ratio above about 2300; further: inactives centre near 1800
Starred values were filed as active, the others as inactive. A portion of the library; the hit share may differ from the screen's.

smiles	SRC3 TRFRET art	SRC1 TRFRET art
Cc1cc(/C=C(\C#N)C(=O)NC2CC2)c(C)[nH]1	1538	1855
C=CCc1cc(/C=C2/NC(=O)N(CC)C2=O)cc(OCC)c1OCc1ccc(C(=O)O)cc1	1539	1650
Cc1ccc(NCN2C(=O)C(=O)c3ccccc32)nc1	1884	1958
COc1ccc(-c2nnn(CC(=O)N3CCN(c4ccccc4OC)CC3)n2)cc1OC	1693	1869
Nc1nc(/C=C/c2ccc(F)cc2)nc(-c2ccccc2O)n1	1447	1625
Cc1ccnc(NC(=O)CCCOc2ccc(Cl)cc2C)c1	1504	1996
CC(C)NCC(O)COCCOc1ccc(C(C)(C)C)cc1 (centres undefined)	1484	1673
COc1ccc(/C(C)=N\NC(=O)c2ccc3c(c2)OCO3)cc1OC	1490	1884
CC(C)CNC(C(=O)Nc1ccc([N+](=O)[O-])cc1Br)c1ccccc1 (centres undefined)	1519	1803
CCOC(=O)C1=C(C)N(Cc2ccc(C(=O)O)cc2)C(=O)NC1c1ccc([N+](=O)[O-])cc1 (centres undefined)	1639	1633
CC1CCC(C(C)C)C(=O)/C1=C\c1ccc(NC(=O)CCC(=O)O)cc1 (centres undefined)	1570	1694
CCOC(=O)CN/C=C(\C#N)c1ccc(F)cc1	1672	1649
COc1ccc(-c2nc(S(=O)(=O)c3ccccc3)c(N3CCOCC3)o2)cc1	1343	1614
CC(C)(C)c1cc(C(=O)NCCN2CCCC2)cc(C(C)(C)C)c1	1536	1576
CNc1sc(C(=O)c2cccs2)c(N)c1-c1nc2ccccc2s1	1599	1727
O=C(COC(=O)/C=C/c1ccco1)NCc1ccccc1Cl	1427	1624
O=C(COc1cccnc1[N+](=O)[O-])Nc1cccc(S(=O)(=O)N2CCOCC2)c1	1443	1870
CCOC(=O)C1CCCN(c2c(C(=O)c3ccccc3)cnc3ccccc23)C1 (centres undefined)	1587	2084
Cc1noc(C)c1COC(=O)/C=C/c1ccc(Cl)cc1	1601	1739
CCOCCCNC(=O)CSCc1nc(-c2ccc(SC)cc2)oc1C	1780	1946

smiles	SRC3 TRFRET art	SRC1 TRFRET art
COc1cc(Br)cc(/C=N/NC(=O)Cc2ccc(C(F)(F)F)cc2[N+](=O)[O-])c1O	1595	1738
CNC(=O)CSc1n[nH]c(-c2cc(Cl)ccc2OC)n1	1578	1828
C/C(N)=C(/C#N)C(=O)CSc1nc2ccccc2c(=O)n1-c1ccccc1C	1616	1692
COc1ccc(NC(=S)NC(C)c2ccncc2)cc1OC (centres undefined)	1653	1521
CC(C(=O)NCc1ccc(F)cc1)c1ccc([N+](=O)[O-])cc1 (centres undefined)	1606	1706
Cc1cccc(NC(=O)CCNS(=O)(=O)c2cccc3nonc23)c1	1598	1934
COc1cc(-c2nn3c(COc4ccccc4)nnc3s2)cc(OC)c1OC	1583	1565
CCc1ccc(NC(=O)c2cnn(-c3ccccc3)c2C2CCNCC2)cc1	1577	1687
Cc1ccc(N(CC(=O)NCCSc2nc3ccccc3s2)S(=O)(=O)c2ccccc2)c(C)c1	1691	1842
Cn1cc(Br)c(C(=O)NN2C(=O)C3C4C=CC(C5CC45)C3C2=O)n1 (centres undefined)	1669	1982
CCn1ncc(NC(=S)NCCc2ccc(OC)c(OC)c2)c1C(N)=O	1838	1832
COC(=O)C1CCN(C(c2cccs2)c2sc3nc(C)nn3c2O)CC1 (centres undefined)	1653	1881
COc1ccc(C(=O)OCC(=O)N2CCCCC2)cc1[N+](=O)[O-]	1645	1818
COC(=O)c1[nH]c(C)c(/C(O)=C2\C(=O)C(=O)N(CCN(C)C)C2c2ccccc2OC)c1C (centres undefined)	1594	1976
Cc1ccc(C(=O)CN(C(=O)c2ccc(Cl)cc2)N2C(=O)CCC2=O)cc1	1778	1947
O=C(c1cc2cc(Br)ccc2o1)N1CCOCC1	1576	1855
CC1CCc2c(sc(NC(=O)CSc3nnc(-c4ccccc4)o3)c2C#N)C1 (centres undefined)	1611	1686
C/C(=N/N=C(/N)SCc1ccccc1)C(C)(C)C	1561	1807
CCOc1ccccc1C(C(=O)NCCOC)N(CCOC)C(=O)Cn1nnc2ccccc21 (centres undefined)	1643	1827
COc1cc2nc(C3CC3)n(NC(=O)c3ccc(F)cc3)c(=O)c2cc1OC	1889	1773

smiles	SRC3 TRFRET art	SRC1 TRFRET art
CNC(=O)C(=O)N/N=C/c1ccccn1	1678	1918
Cc1ccc(/C=C/C(=O)NC(C)c2ccccc2)cc1 (centres undefined)	1632	1446
Cc1nc2ccc(NC(=O)c3ccc(S(=O)(=O)N(C)C)cc3)cc2s1	1583	1577
O=C(Cn1nc(-c2ccccc2Cl)ccc1=O)Nc1ccccc1-c1ccccc1	1560	1853
O=C(NCCCN1CCCC1=O)c1cccs1	1687	1991
Cc1c(Cl)ccc2sc(NC(=O)CN3C(=O)c4ccccc4C3=O)nc12	1632	1626
O=C(COC(=O)c1cc(=O)[nH]c2ccc(Br)cc12)c1ccccc1	1592	1835
C=CCOC(=O)C1=C(C)NC(C)=C(C(=O)OCC=C)C1c1cn(-c2ccccc2)nc1-c1ccco1	1649	2010
O=[N+]([O-])c1ccc(N2CCN(CCO)CC2)cc1Sc1ccccn1	1603	1822
Cc1ccc(NC(=O)CSc2n[nH]c(-c3ccco3)n2)cc1	1634	1750
COC(=O)c1ccc(OC(=O)c2ccc(OC)cc2)c(OC)c1	1476	1862
Cc1sc(NC(=O)/C=C/C(=O)O)c(C(N)=O)c1-c1ccc(C(C)(C)C)cc1	1520	2067
CC1(C)CC(=O)C=C(NNC(=O)c2ccc(N)cc2)C1	1580	1862
Nc1nn(-c2cccc(F)n2)cc1-c1ccc(Cl)cc1	1632	1890
COc1ccc(N2C(=O)N(Cc3cccc(F)c3)c3ccccc3S2(=O)=O)cc1	1705	1786
CCOc1ccc(-n2c(=O)c3c4c(sc3n(CC(=O)NCC3CCCO3)c2=O)CCCC4)cc1 (centres undefined)	1571	1750
O=C1c2ccccc2-c2cccc(C(=O)N3CCN(C(=O)c4ccccc4)CC3)c21	1583	1818
CC(C)CN(C(=O)COC(=O)c1c(Cl)ccc(Cl)c1Cl)C1CCS(=O)(=O)C1 (centres undefined)	1497	1720
OCC1(CCc2ccccc2)CCN(Cc2ccccc2Cl)CC1	1521	1542
CSc1ccc(CN(C)CC(=O)Nc2ccc(NC(C)=O)cc2)cc1	1546	1982

smiles	SRC3 TRFRET art	SRC1 TRFRET art
Cc1ccc(NC(=O)C2=CCN(S(=O)(=O)c3ccc(F)cc3)CC2)cc1	1675	1734
CCc1nnc(NS(=O)(=O)c2ccc(NC(=O)c3ccccc3C)cc2)s1	1594	2025
CC1=NN(c2ccccc2)C(=O)/C1=C/c1ccc[nH]1	1497	1541
Cc1ccc(-c2cn(-c3ccc(SC(F)F)cc3)c3[n+]2CCC3)cc1	1555	1785
Cc1ccccc1CSc1ccc2nnc(-c3ccccn3)n2n1	1599	1806
